Bioassay records deposited in PubChem BioAssay by several laboratories.
Large T inhibition: SV40 large T antigen inhibitors, biochemical (AID 1903). one-dose inhibition, % at 20 µM; IC50 in µM for titrated hits. hit rate 0.39% among 310,000. SV40 large T antigen ATPase/helicase inhibition assay; higher % means a stronger effect; in the data active = a potency from the dose series; inconclusive = inhibition mostly from about 32% at the one dose, without a potency; inactive = the rest, 99 in 100 with inhibition below about 32%; note: strong numbers were not always called active
NTR1 agonist: agonists of NTR1, primary screen, imaging, U2OS cells, beta-arrestin-GFP, high content (AID 493036) | NTR1-U2OS beta-arrestin-GFP spot imaging, agonist mode | activation, % at 20 µM | hit rate 0.17% among 330,000;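 active = activation at or above 40% of the spot to cytoplasm intensity ratio, with at least 20 cells analyzed; inconclusive = wells under 20 cells, flagged as cytotoxic or low count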;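 note: 0% = DMSO without peptide and 100% = 100 nM NTR1 peptide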
Target sequence (P30989 whole entry, looked up): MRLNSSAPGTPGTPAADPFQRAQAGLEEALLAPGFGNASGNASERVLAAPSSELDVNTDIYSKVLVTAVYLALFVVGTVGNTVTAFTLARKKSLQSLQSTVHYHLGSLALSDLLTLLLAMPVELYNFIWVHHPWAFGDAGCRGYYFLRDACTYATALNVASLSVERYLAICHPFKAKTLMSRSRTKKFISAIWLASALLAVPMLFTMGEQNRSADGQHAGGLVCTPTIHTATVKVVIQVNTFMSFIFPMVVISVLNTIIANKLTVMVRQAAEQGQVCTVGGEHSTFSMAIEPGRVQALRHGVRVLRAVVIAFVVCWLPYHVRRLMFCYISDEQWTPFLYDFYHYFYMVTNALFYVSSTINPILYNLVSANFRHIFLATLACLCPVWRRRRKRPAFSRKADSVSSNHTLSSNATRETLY
AID2073: inhibitors of Mint1-CaV2.2 protein interaction, biochemical, HTRF (AID 2073). Voltage-dependent N-type calcium channel subunit alpha-1B (Homo sapiens). HTRF protein-protein interaction, Mint1-CaV2.2; higher % means a stronger effect. inhibition, % at 20 µM; hits with a dose series show IC50 in µM. hit rate 0.19% among 290,000; in the data active = inhibition mostly above about 51%, no sharp cut-off; inconclusive = no clear call, values can overlap the other calls; inactive = mostly below about 53%; note: some results filed as inactive read as strong as hits
NS5 inhibitors: Dengue-2 NS5 methyltransferase inhibitors, primary screen, biochemical, confirmation dose response (AID 588689) | inhibition, % at 25 µM, or IC50 in µM where a hit was titrated | hit rate 0.3% among 340,000 | Dengue-2 NS5 methyltransferase capping enzyme assay, biochemical; higher % means a stronger effect; in the data active = a potency from the dose series; inconclusive = inhibition above about 29% without an active follow-up result
SIAH1 antagonists: Siah-1 peptide-binding antagonists, primary screen, biochemical, fluorescence polarization, rhodamine-plectin, uHTS (AID 1817). one-dose displacement, % at 20 µM; IC50 in µM for titrated hits. Siah-1 / rhodamine-plectin peptide fluorescence polarization; higher % means a stronger effect. hit rate 0.02% among 290,000;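 active = displacement of at least 50% at 20 µM, with a fluorescence ratio check between 0.3 and a set limit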;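 note: plate controls were Siah plus tracer with DMSO for no effect and tracer alone without Siah for full effect; strong numbers were not always called active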
RSV antiviral HEp-2: RSV antiviral activity via CPE protection, HEp-2 cells, primary 10 µM value included (AID 2391). HEp-2 cells, RSV-induced CPE inhibition; higher % means a stronger effect. CPE inhibition, % at 10 µM; hits with a dose series show IC50 in µM. hit rate 0.13% among 310,000; in the data active = a potency from the dose series; inconclusive = CPE inhibition mostly from about 23% at the one dose, without a potency; inactive = the rest, 99 in 100 with CPE inhibition below about 21%; note: strong numbers were not always called active
UTI89 phage lysis: inhibition of K1F phage lysis, E. coli UTI89, bacterial capsule biogenesis inhibitors, alamar blue (AID 488966); E. coli UTI89 K1F phage lysis, alamar blue, 2 h; higher % means a stronger effect; inhibition, % at 100 µM; hits with a dose series show IC50 in µM; hit rate 0.02% among 340,000;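 active = phage lysis inhibition, versus mean bacterial control, above a set limit; inconclusive = no clear call, values can overlap the other calls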;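 note: capsule biogenesis inhibitors block K1F phage lysis so surviving cells raise fluorescence; higher fluorescence means more inhibition of phage lysis; actives were called in the ten point dose series up to 300 µM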
MgcRacGAP inhibition: MgcRacGAP GTPase-activating activity inhibitors, confirmation, biochemical, ADP Hunter fluorescence. Rac GTPase-activating protein 1 (Homo sapiens). MgcRacGAP-stimulated Rac1 GTP hydrolysis, ADP Hunter fluorescence; higher % means a stronger effect; GST-tagged Rac1 F28L mutant substrate. inhibition, % at 30 µM, or IC50 in µM where a hit was titrated. hit rate 0.6% among 340,000. AID 624330, 2012;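 active = first-screen hits whose inhibition reached a set limit at any dose in the follow-up dose series; inconclusive = inhibition above the set first-screen limit but never retested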;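 note: fluorescence reports GDP produced by GAP-driven GTP hydrolysis; strong numbers were not always called active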
West Nile virus CPE: West Nile virus antiviral activity, cell-based, CPE readout (AID 1621); West Nile virus-infected cells, CPE inhibition; higher % means a stronger effect; CPE inhibition, % at 10 µM, or IC50 in µM where a hit was titrated; hit rate 0.02% among 290,000; in the data active = a potency from the dose series; inconclusive = CPE inhibition mostly from about 3.7% at the one dose, without a potency; inactive = the rest, 99 in 100 with CPE inhibition below about 2.2%; note: strong numbers were not always called active
NTR1 agonist cell count 20 µM: also measured in NTR1 agonist; calls as there; cell count; measured here: cell count, cytotoxicity flag
NS5 inhibitors pilot replicate: also measured in NS5 inhibitors; calls as there; inhibition, %; measured here: pilot screen replicate inhibition
An asterisk follows results filed as active; ? = inconclusive; · = no result given; [ ] = dose if it differs, or a comment.

SMILES | Large T inhibition | NTR1 agonist | NTR1 agonist cell count 20 µM | AID2073 | NS5 inhibitors | SIAH1 antagonists | RSV antiviral HEp-2 | UTI89 phage lysis | MgcRacGAP inhibition | West Nile virus CPE | others
O=C(Nc1ccccc1-c1nnn(CC(=O)N2CCc3ccccc3C2)n1)C1CCC1 | 4% | 1.4 | 40 | -4% | -3% | 7% | 0.1% | 1.0% | 2% | 0.4%
O=C(NC1CCCCCCC1)c1cccc(Cl)c1 | 22% | 0.6 | 88 | 0% | -5% | -1% | 1.4% | 0.2% | 9% | -0.8%
O=C(CNCCC1=CCCCC1)Nc1ccccc1N1CCCCCC1 | 9% | 33 | 48 | -4% | -5% | 14% | 9.4% | -0.3% | 25% | -0.6%
COc1cccc(COC(=O)CCNC(=O)c2ccc(Br)cc2)c1OC | 2% | 0.4 | 70 | · | -3% | · | -1.6% | -1.3% | 5% | ·
Cc1cc(C(=O)CN2C(=O)C(=O)N(Cc3ccccc3)C2=O)c(C)n1-c1ccc2c(c1)OCCO2 | 8% | -0.5 | 59 | 20% | · | 4% | 1.4% | 0.3% | 4% | 0.6%
Cc1ccccc1-c1nc(CN2CCCC2c2ccc(F)cc2)c(C)o1 (stereo not drawn) | 2% | 4.1 | 33 | 16% | · | 13% | 1.0% | 0.0% | 5% | -0.6%
Cc1nnc(N2CCOCC2)c2nn(-c3ccccc3)c(C)c12 | 22% | -0.1 | 55 | 6% | -2% | 4% | 0.8% | -0.9%[50 µM] | 6% | -0.1%
CN(C)CCCN(Cc1ccccc1)C(=S)Nc1ccc(F)c(Cl)c1 | 9% | -2.3 | 44 | -14% | -1% | 1% | 1.5% | 11% | 1% | -0.8%
Cc1ccc(NCc2nnc(SCC(N)=O)n2CCc2ccccc2)cc1 | 3% | 0.9 | 77 | -22% | · | -1% | · | · | · | 0.1%
COc1ccc(S(=O)(=O)N2CCOCC2)cc1C(=O)Nc1ccon1 | -1% | -2.1 | 21 | 4% | -1% | 4% | 1.0% | 0.5% | 9% | 0.1%
CC(=O)c1cccc(CN2CCCC(C(=O)Nc3cccc(-n4cccn4)c3)C2)c1 (stereo not drawn) | 10% | 3.2 | 70 | -1% | -2% | -2% | 0.6% | 0.7%[50 µM] | 5% | -0.3%
CCN1C(=O)/C(=C/N2CC(C)CC(C)C2)SC1=S (stereo not drawn) | -9% | -0.1 | 40 | -1% | -10% | -1% | -2.3% | 0.3% | 15% | 0.6%
O=C(c1ccc(-c2cccc(C(F)(F)F)c2)o1)N1CCN(c2ccccc2)CC1 | · | 7.5 | 60 | · | -1% | · | · | -1.2% | 10% | ·
CSc1ncccc1-c1nc2ccccc2[nH]1 | 3% | -2.0 | 90 | 8% | -7% | -2% | 1.4% | -0.6% | 5% | -0.5%
CCN(CC)S(=O)(=O)N1CCC(C(=O)NCCC2=CCCCC2)CC1 | 11% | -0.5 | 50 | 8% | -9% | 0% | -0.1% | 0.4% | 3% | 1.2%
COc1ccc(CN2CCN(C(=O)c3cccnc3)CC2)cc1Br | 2% | -0.8 | 53 | 4% | -2% | -1% | -0.7% | 0.4% | 26% | -0.5%
COC(=O)C1=NN(c2cccc(C)c2)C2C(=O)N(c3ccccc3OC)C(=O)C12 (stereo not drawn) | 25% | 0.9 | 47 | 28% | -6% | 6% | 2.5% | -4.4% | 3% | -0.5%
Nc1ncnc(Nc2ccccn2)c1[N+](=O)[O-] | 2% | -0.9 | 49 | -4% | -10% | 0% | 3.2% | -0.6% | 0% | 0.2%
COc1ccccc1N1CCN(C(=O)c2cc(-c3ccco3)on2)CC1 | 3% | -2.9 | 97 | 1% | -6% | 2% | 2.6% | -2.8% | -4% | -0.1%
O=Cc1ccc(-c2nc3ccccc3s2)o1 | 6% | 3.5 | 83 | 1% | -18% | 0% | 1.8% | 1.3% | 7% | 0.6%
NS(=O)(=O)c1ccc(NNC(=O)c2ccccc2C(=O)O)cc1 | 9% | -0.4 | 40 | -2% | · | -2% | 0.5% | · | · | 0.2%
Cc1nc(/N=C\N(C)C)sc1C(=O)Nc1ccccc1 | 16% | -1.3 | 69 | -7% | 0% | -6% | 0.9% | -0.4% | 1% | 1.0%
O=C(NCc1ccccc1C(F)(F)F)c1cccc2c1C(=O)c1ccc(N3CCOCC3)cc1S2(=O)=O | · | 1.3 | 67 | · | -3% | · | · | 0.2% | 9% | ·
O=[N+]([O-])c1cccc(NC(=S)N2CCc3ccccc3C2)c1 | 16% | -0.5 | 50 | -12% | -10% | 3% | 12% | 0.4% | 8% | -1.3%
Cc1ccccc1NC(=O)Cn1cc(C(=O)C2CC2)c2ccccc21 | 8% | 5.1 | 41 | 7% | -1% | 0% | 0.3% | 0.0% | 4% | -0.7%
CCn1nnnc1SCC(=O)Nc1ccc(F)cc1 | -3% | -0.5 | 37 | -6% | -5% | -3% | 1.4% | 0.8% | 7% | -0.3%
O=S1(=O)CCC(NS(=O)(=O)/C=C/c2ccccc2)C1 (stereo not drawn) | 0% | -1.9 | 62 | -5% | 6% | 6% | -1.0% | 3.1% | -8% | 0.5%
Cc1ccc(-n2c(SCC(=O)Nc3cccc(C)c3)nc3c(oc4ccccc43)c2=O)cc1 | 13% | 0.2 | 41 | 16% | · | -2% | 2.5% | · | · | -0.8%
COc1ccccc1NC(=O)CSc1nc(=O)n(CCN(C)C)c2c1CCCC2 | 16% | 0.3 | 58 | · | -1% | · | -0.5% | 1.8%[50 µM] | 3% | ·
CCCCn1c(N)c(N(CCOC)C(=O)c2cccc(N3C(=O)c4ccccc4C3=O)c2)c(=O)[nH]c1=O | 4% | 0.0 | 68 | · | -5% | · | 2.1% | 1.0%[50 µM] | 4% | ·
CC(C)C(O)(C#CCN1CCCCC1)C(C)C | 12% | -2.1 | 52 | 2% | -3% | -7% | -0.1% | -0.1% | 3% | -0.4%
Cc1ccccc1C(=O)Nc1ccc(C(=O)NNC(=O)CCCOc2ccc(Cl)cc2Cl)cc1 | 5% | -2.4 | 75 | ? | 1% | 8% | 1.1% | 2.1% | 14% | -0.2%
COCCCNC(=O)c1cc(-c2cccnc2)nc2ccc(S(=O)(=O)N3CCCCCC3)cc12 | 2% | 0.2 | 68 | 34% | 0% | -4% | · | 0.2% | 9% | 0.7%
CCC(=O)N1CCc2cc(S(=O)(=O)CCC(=O)Nc3ccc(CC)cc3)ccc21 | 3% | -1.5 | 46 | -11% | -2% | 2% | 1.1% | 1.5% | -1% | ·
CCN1C(=O)[C@H]2[C@@H](c3ccc(-c4ccccc4)cc3)N[C@@](Cc3ccccc3)(C(=O)OC)[C@H]2C1=O | 10% | 2.5 | 38 | · | 19% | · | 3.7% | 1.2% | -3% | ·
Cc1c(Cl)cccc1N1CC(C)(C)C1=O | 3% | -1.4 | 37 | 21% | 1% | -7% | -0.3% | 0.2% | 2% | -0.5%
O=C(N/N=C/c1cccc([N+](=O)[O-])c1)c1ccccc1-n1cccc1 | 29% | 1.0 | 42 | 13% | -3% | 2% | 2.0% | -0.9% | 7% | -0.4%
CC(C(=O)N(C)C)N1c2cccc3cccc(c23)S1(=O)=O (stereo not drawn) | 24% | -0.4 | 70 | 12% | -5% | 2% | 1.8% | 0.3% | 9% | -0.2% | NS5 inhibitors pilot replicate=-4.9
Nc1nnn(CC(=O)N/N=C/c2cn[nH]c2-c2ccccc2)n1 | 12% | -1.1 | 41 | 23% | 7% | 3% | 0.0% | 0.0% | 12% | 0.1%
Cc1ccc(S(=O)(=O)NC(CC(C)C)C(=O)N2CC(C)OC(C)C2)cc1 (stereo not drawn) | 5% | 1.0 | 61 | 7% | 2% | 0% | 2.3% | 0.1% | 11% | -0.5%

Molecules shown so far that contain a CF3 group:
SMILES | Large T inhibition | NTR1 agonist | NTR1 agonist cell count 20 µM | AID2073 | NS5 inhibitors | SIAH1 antagonists | RSV antiviral HEp-2 | UTI89 phage lysis | MgcRacGAP inhibition | West Nile virus CPE | others
O=C(c1ccc(-c2cccc(C(F)(F)F)c2)o1)N1CCN(c2ccccc2)CC1 | · | 7.5 | 60 | · | -1% | · | · | -1.2% | 10% | ·
O=C(NCc1ccccc1C(F)(F)F)c1cccc2c1C(=O)c1ccc(N3CCOCC3)cc1S2(=O)=O | · | 1.3 | 67 | · | -3% | · | · | 0.2% | 9% | ·

Next records follow:
SMILES | Large T inhibition | NTR1 agonist | NTR1 agonist cell count 20 µM | AID2073 | NS5 inhibitors | SIAH1 antagonists | RSV antiviral HEp-2 | UTI89 phage lysis | MgcRacGAP inhibition | West Nile virus CPE | others
O=C(Nc1ccc(Cl)cc1)NC1CCS(=O)(=O)C1 (stereo not drawn) | -7% | -3.1 | 100 | -6% | 3% | 2% | 0.3% | 0.0% | 2% | 0.1%
COC(=O)c1ccc(OC)c(CSc2nnc(COc3ccc(OC)cc3)o2)c1 | 6% | -2.8 | 95 | -1% | -7% | -3% | 19% | -0.2% | 1% | 0.7%
COc1ccc(N2CCN(C(=O)c3ccc(Br)cc3)CC2)c([N+](=O)[O-])c1 | 27% | 3.8 | 58 | 44% | -1% | 7% | 1.6% | 1.1% | 5% | -1.5%
Cc1cc(Br)cc2c(C(=O)NCC3CCCO3)cc(-c3ccccc3)nc12 (stereo not drawn) | 0% | 11 | 66 | 45% | -3% | -2% | 5.0% | 0.2% | 14% | 0.9%
CC(C)(C)OC(=O)N1CCCC(C(=O)Nc2ccc(C(=O)N3CCCC3)cc2)C1 (stereo not drawn) | · | -0.8 | 64 | · | -2% | · | · | -1.6% | 5% | ·
CN(Cc1cccc(Cl)c1Cl)CC(O)COc1ccccc1 (stereo not drawn) | 4% | 1.3 | 86 | 11% | 3% | 5% | 3.1% | 0.3% | 26% | -0.3%
Cc1cc(C)c(OCCn2ccnc2)c(C)c1 | 13% | 1.5 | 59 | 35% | -2% | 3% | 11% | 0.3% | 5% | -1.5%
Cc1nc2ccccc2c2nc(NC(=O)Cc3ccccc3)nn12 | -1% | -1.4 | 86 | 6% | -8% | 1% | -0.8% | 3.0% | 2% | 0.5%
c1ccc2c(CSCc3nc4ccccc4[nH]3)cccc2c1 | 7% | -2.3 | 98 | 2% | -3% | 5% | -3.1% | 0.5% | 8% | 0.7% | NS5 inhibitors pilot replicate=2.4
Cc1c(N=Cc2cccs2)c(=O)n(-c2ccccc2)n1C | · | 0.8 | 63 | -5% | -6% | -6% | 0.6% | -0.5% | 9% | ·
CC(=O)Nc1cccc(NC(=O)CSc2nc(C3CC3)nc3ccccc23)c1 | -3% | 1.7 | 36 | -1% | -2% | 2% | -0.2% | 0.3% | -4% | 1.8%
